# Screens deposited in PubChem by several laboratories.
# KCNQ2 inh: KCNQ2 channel blockers in CHO-K1 cells – cell-based, FluxOR thallium flux, B-score, primary screen (AID 2156). B-score at 10 µM. 310,000 compounds, 1.1% hits. O88943. 20 min; active compounds read low;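 active = fluorescence ratio B-score at most minus 3 library SDs, with starting brightness B-score within 2 library SDs, cut at about -5.5 in these data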
# Target sequence (O88943 whole entry, looked up): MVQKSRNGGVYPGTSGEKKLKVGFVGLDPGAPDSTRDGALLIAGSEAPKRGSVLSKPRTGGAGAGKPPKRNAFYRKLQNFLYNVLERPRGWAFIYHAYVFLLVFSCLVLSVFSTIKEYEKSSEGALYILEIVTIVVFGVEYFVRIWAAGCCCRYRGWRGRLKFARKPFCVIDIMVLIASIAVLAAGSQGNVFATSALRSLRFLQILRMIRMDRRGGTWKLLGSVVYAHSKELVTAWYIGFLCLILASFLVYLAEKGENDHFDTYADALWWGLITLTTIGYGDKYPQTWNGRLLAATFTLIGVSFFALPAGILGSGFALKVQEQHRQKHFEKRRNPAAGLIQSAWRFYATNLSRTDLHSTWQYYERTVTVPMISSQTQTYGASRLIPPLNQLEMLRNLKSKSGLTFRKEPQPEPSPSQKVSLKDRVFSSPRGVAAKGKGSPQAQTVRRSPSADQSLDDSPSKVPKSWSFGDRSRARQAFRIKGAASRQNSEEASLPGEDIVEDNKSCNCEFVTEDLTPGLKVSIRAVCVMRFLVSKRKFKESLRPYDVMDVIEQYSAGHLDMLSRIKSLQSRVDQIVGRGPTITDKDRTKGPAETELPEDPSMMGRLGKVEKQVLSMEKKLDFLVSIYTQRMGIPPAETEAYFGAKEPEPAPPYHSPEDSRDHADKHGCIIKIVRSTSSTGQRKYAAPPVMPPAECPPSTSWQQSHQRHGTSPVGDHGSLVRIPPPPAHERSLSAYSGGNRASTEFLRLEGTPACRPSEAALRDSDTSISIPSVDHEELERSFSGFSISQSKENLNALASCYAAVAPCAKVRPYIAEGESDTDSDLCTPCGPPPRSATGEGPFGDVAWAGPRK
# Kir21 inh: inhibitors of mouse Kir2.1 inward-rectifier potassium channel. P35561. B-score at 10 µM. HEK293-Kir2.1, FluxOR thallium flux fluorescence; active compounds read low. 310,000 compounds, 0.85% hits;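 active = fluorescence ratio B-score at or below minus 3 SD of library scores, with starting-brightness B-score within 2 SD, cut at about -4.2 in these data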;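 note: channel flux triggered by added potassium and thallium sulfate stimulus; B-score of peak minus minimum fluorescence over baseline after thallium stimulus; more negative B-score means stronger Kir2.1 block with less thallium influx; some compounds called inactive have numbers as strong as hits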
# STK33 kinase inh: blocks human STK33 kinase activity. Q9BYT3. purified STK33, MBP phosphorylation, ADP-Glo luminescence. inhibition, % at 10 µM. 320,000 compounds, 0.073% hits;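 active = inhibition at or above 25%, using the most active replicate where run in duplicate; inactive = inhibition below 25%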
# * hit, by the source's call; i = inactive; . = no result given.
smiles | KCNQ2 inh | STK33 kinase inh | Kir21 inh
CN(N=Nc1cccc([N+](=O)[O-])c1)c1cccc([N+](=O)[O-])c1 | i | . | -0.03
Cc1ccc(CN2CCCC(C(=O)N3CCCC3)C2)cc1 (stereo not given) | i | -1.4 | 0.28
Cn1ncc(Cl)c1C(=O)Nc1nc2ccc(Cl)cc2s1 | i | 1.1 | 0.34
CN1CCN(S(=O)(=O)c2cccc(C(=O)Oc3ccc(Br)cc3F)c2)CC1 | i | -1.0 | -0.87
Cc1ccc(S(=O)(=O)N2CCCCC2)cc1NC(=O)C1CCCO1 (stereo not given) | i | 0.6 | 1.73
COc1ccccc1CNC(=O)COC(=O)c1ccc(C)c(S(=O)(=O)N2CCOCC2)c1 | i | -0.3 | -1.41
COc1ccc(NS(=O)(=O)c2cccc(NC(=O)c3ccc(Cl)nc3)c2)cc1 | i | -1.4 | 0.64
CC(=O)NC(CC(=O)O)C(=O)O (stereo not given) | i | -0.7 | -0.25
COc1ccc(S(=O)(=O)N2CCOCC2)cc1NC(=O)[C@@H]1CCCN1C(=O)c1cccs1 | i | 0.5 | -0.05
O=C(c1ccc(S(=O)(=O)N2CCc3ccccc3C2)cc1)N1CCCCC1 | i | -0.3 | 2.23
C=CCSc1nsc(NC(=O)Nc2ccc(F)cc2)n1 | i | -1.3 | -2.03
CCOc1ccc(CCNC(=O)COC(=O)Cc2c[nH]c3ccccc23)cc1OCC | i | -0.5 | -3.93
COc1ccccc1N1CCN(C(=O)c2cc(=O)c3ccc(C)cc3o2)CC1 | i | 0.5 | 0.62
O=C(NN=C1C2CC3CC(C2)CC1C3)c1ccccc1O | i | -0.4 | 0.22
COc1ccccc1/C=C/C(=O)OC(C)CN1CCCCC1 (stereo not given) | i | 0.4 | -0.65
CCOC(=O)C1C(=O)CC(O)(c2ccccc2)CC1c1ccccc1 (stereo not given) | i | 0.1 | -0.01
COc1ccc2c(c1OC)C(=O)N(c1ccc(C)cc1)C2 | i | -1.2 | -1.02
COc1ccc(C2=C(C=C(C#N)C#N)C(c3ccccc3C)c3ccccc3O2)cc1OC (stereo not given) | i | -0.3 | 1.01
COc1cc(NC(=O)c2cnc(N)o2)cc(C(=O)Nc2cccc(C(F)(F)F)c2)c1 | i | 0.7 | 1.05
CCC(C)C(NC(=O)OCc1ccccc1)C(=O)OCN1C(=O)c2ccccc2C1=O (stereo not given) | i | -0.5 | 0.51
O=C1CC2(CCCC2)Oc2ccc(Cl)cc21 | i | -1.1 | 1.58
COc1cccc(NC(=S)NCc2ccccn2)c1 | i | -1.1 | -0.37
Cc1sc2ncnc(NCCCN3CCCC3=O)c2c1C | i | -2.4 | -2.7
O=C(NCCc1c[nH]c2ccccc12)c1c(Cl)nc2sccn12 | i | -0.8 | 1.08
O=C(/C=C/c1ccc(F)cc1)c1cc(Br)ccc1O | i | 1.9 | 0.62
O=C(c1ccco1)N1C(=O)c2cccc3c(S(=O)(=O)N4CCCC4)ccc1c23 | i | -0.1 | 0.18
CN(C)CCCOC(=O)c1ccc(Cl)cc1Cl | i | 4.0 | 1.1
Cc1ccc(-n2c(SCC(=O)N3CCOCC3)nc(O)c(Cc3ccccc3)c2=O)cc1 | i | 0.7 | -0.02
Cn1c(=O)c2c(nc(Br)n2Cc2ccccc2Cl)n(C)c1=O | i | 2.0 | 0.33
COc1ccccc1C(CNC(=O)COc1cc(C)ccc1Cl)N1CCCC1 (stereo not given) | i | 0.8 | -1.3
COc1ccc(C(=O)CSc2nc(N)nc(SC)c2C#N)cc1 | i | -0.2 | 0.01
CCOC(=O)c1nnn(-c2nonc2N)c1CSc1ccc(C)cc1 | i | 2.0 | -8.46*
COC/C=C/C1=CC2=CC(=O)C(C)(OC(=O)c3cnc4ccccc4n3)C(=O)C2=CN1CCc1ccccn1 (stereo not given) | i | 1.9 | 1.91
COc1ccc(C2CC(c3ccccc3)=NN2S(=O)(=O)c2ccccc2)cc1 (stereo not given) | i | 1.1 | -1.35
CCN(CC)C(=O)C1CCCN(C(=S)Nc2cccc3ccccc23)C1 (stereo not given) | i | 0.2 | -0.78
Cc1nc2ccccc2c(=O)n1/N=C/c1ccccn1 | i | 0.9 | 0.35
Nc1cc(=O)[nH]c(SCC(=O)N2CCCCC2)n1 | i | 1.9 | 3.13
COc1ccc(-n2c(O)c(/C=N/NS(=O)(=O)c3cccc([N+](=O)[O-])c3)c3ccccc3c2=O)cc1OC | i | 0.2 | -3.52
CC(=O)NC1(C(F)(F)F)C(=O)Nc2c1c(=O)[nH]c(=O)n2CC(C)C (stereo not given) | i | -0.8 | -1.75
CC1(C)CC(=O)C(CS(=O)(=O)c2ccccc2)=C(O)C1 | i | -0.7 | 0.3
COc1cc2c(cc1OC)CN(Cc1cc(OC)c3c(c1)OCO3)CC2 | i | -0.8 | -0.42
COC(=O)N/N=C/c1ccc(-c2cccc(Cl)c2)o1 | i | 1.5 | 0.44
Cc1c(C(=O)NC(C)CCc2ccccc2)cccc1[N+](=O)[O-] (stereo not given) | i | -1.3 | -0.1
Cc1ccc(C)c(/C(O)=C2\C(=O)C(=O)N(CCCn3ccnc3)C2c2cccnc2)c1 (stereo not given) | i | 1.9 | 0.38
COc1ccccc1NC(=O)N1CCN(c2cc(-c3ccccc3)nc3ncnn23)CC1 | i | 1.1 | -0.01
COc1cc(NC(=O)c2cc(Cl)nnc2Cl)cc(OC)c1OC | i | -1.0 | 0.78
COc1ccc(CNC(=O)c2cc3c(C)nc4ccccc4c3o2)c(OC)c1 | i | -2.1 | 0.94
Cc1cc(C)c(-c2cc(C(=O)Nc3cc(C)ccc3C)[nH]n2)c(O)c1 | i | -0.4 | -0.65
Cc1ccc(-n2cc(CNCCCn3ccnc3C)c(-c3ccc(F)cc3)n2)cc1 | i | . | -7.93*
CC(C)N(Cc1nccn1C)C(=O)CC1C(=O)NCCN1Cc1ccc(F)cc1 (stereo not given) | i | -1.3 | -1.04

# 5 of these compounds, reformatted.
# Every second line gives: KCNQ2 inh	STK33 kinase inh	Kir21 inh
- Cc1c(C(=O)NC(C)CCc2ccccc2)cccc1[N+](=O)[O-] (stereo not given)
    i	-1.3	-0.1
- Cc1ccc(C)c(/C(O)=C2\C(=O)C(=O)N(CCCn3ccnc3)C2c2cccnc2)c1 (stereo not given)
    i	1.9	0.38
- COc1ccccc1NC(=O)N1CCN(c2cc(-c3ccccc3)nc3ncnn23)CC1
    i	1.1	-0.01
- COc1cc(NC(=O)c2cc(Cl)nnc2Cl)cc(OC)c1OC
    i	-1.0	0.78
- COc1ccc(CNC(=O)c2cc3c(C)nc4ccccc4c3o2)c(OC)c1
    i	-2.1	0.94

# Following part
smiles | KCNQ2 inh | STK33 kinase inh | Kir21 inh
CCN1C(=O)/C(=C\N2CCN(c3ccccc3)CC2)SC1=S | i | 1.2 | -0.3
OCCCn1c(-c2ccccc2)nc(=S)c2c1CCCC2 | i | -0.2 | 1.4
CC(=O)c1cccc(NC(=O)CO/N=C2/CCCc3nonc32)c1 | i | -1.2 | -1.9
N#Cc1c(Cl)cccc1Oc1ccc(S(=O)(=O)Nc2ccccc2)cc1 | i | -0.1 | 0.65
O=C1CC(c2ccco2)CC(O)=C1C=NCCO (stereo not given) | i | -1.4 | 1.4
Cc1nc(N2CCN(C(=O)c3ccco3)CC2)c2c3c(sc2n1)CC(C)CC3 (stereo not given) | i | 1.3 | -1.13
Cc1ccc(NC(=S)N/N=C2/CCCCc3ccccc32)cc1 | i | -0.9 | -0.98
CCc1cccc(Nc2cnn(C34C[C@@H]5C[C@@H](CC(CC(=O)O)(C5)C3)C4)c(=O)c2Cl)c1 | i | -1.4 | -0.13
Cc1ccc(S(=O)(=O)N2CCN(C(=O)COC(=O)c3cc(C)oc3C)CC2)cc1 | i | 0.5 | -0.36
CC(=O)N(CC(=O)O)c1ccccc1 | i | -1.4 | -0.01
CCOC(=O)N1CCN(C(=O)c2ccc3c(c2)N(Cc2ccc(F)cc2)CCS3)CC1 | i | -0.5 | -1.55
COc1ccc(C2c3c(-c4ccccc4O)n[nH]c3C(=O)N2Cc2ccco2)cc1OC (stereo not given) | i | -2.4 | 1.02
Cc1cc(C)n2nc(C(=O)N/N=C/c3ccco3)nc2n1 | i | -1.4 | -1.32
COc1ccc2[nH]c3c(c2c1)CCN1C(=O)N([C@@H](C)C(=O)NCCc2ccc(OC)c(OC)c2)C(=O)[C@]31C | i | -0.7 | -1.24
O=C(CCCn1c(=O)[nH]c2ccsc2c1=O)NCc1cccs1 | i | -0.8 | 0.43
Cc1cccc(-c2nnn3c2nc(NCCc2ccc(S(N)(=O)=O)cc2)c2ccccc23)c1 | i | -0.1 | -0.22
CCOC(=O)c1c(NC(=O)CN(C)C)sc(C(=O)N(CC)CC)c1C | i | -0.2 | 0.98
CCN(CC(=O)Nc1c(F)cccc1F)C(=O)c1ccc(N2CCCC2=O)cc1 | i | 0.6 | 0.57
S=C(NCCc1ccccc1)Nc1ccccc1 | i | 0.4 | 0.1
Cc1ccc(Cl)c(NC(=O)CN2CCN(C=O)CC2)c1 | i | 0.2 | 0.31
O=C(NC(=S)Nc1ccc(N2CCCCC2)cc1)c1ccc2c(c1)OCCO2 | i | -2.4 | 1.31
O=C(NCc1ccccc1)c1cccc(COc2ccc3c(c2)CCC3)c1 | i | -1.4 | 1.07
Cc1ccccc1C(=O)NNC(=O)c1cc(N)cc([N+](=O)[O-])c1 | i | 0.2 | 0.01
COc1ccc2c(c1[N+](=O)[O-])CCC/C2=N/OC(=O)c1ccccc1SC | i | -1.1 | -1.8
CCC(=O)Nc1ccc(CCC(=O)N2CCCC2)cc1 | i | -1.4 | 0.06
COc1ccc(NS(=O)(=O)c2ccc3c(c2)[C@H]2C=CC[C@H]2[C@@H](c2ccc(C(=O)O)cc2)N3)cc1 | i | 0.6 | -0.1
Cc1cc(Nc2nnnn2-c2ccccc2)n(-c2ccc(Cl)cc2)n1 | i | -1.9 | 1.7
CC(C)n1nnnc1-c1ccc(Cl)cc1 | i | -1.1 | 0.46
O=C(Nc1cc(Cl)cc(Cl)c1)C1C2C=CC3(O2)C1C(=O)N(CCCN1CCOCC1)C3C(=O)NC1CCCCC1 (stereo not given) | i | -0.6 | -1.63
Cc1cc(C)nc(NS(=O)(=O)c2ccc(NC(=O)c3ccccc3C)cc2)n1 | i | -0.8 | 0.76
CCc1nnc(NC(=O)CS(=O)(=O)c2ccccc2)s1 | i | 2.8 | -0.4
O=C(Nc1ccc(F)cc1F)C1(c2cccs2)CCOCC1 | i | -1.0 | 0.4
O=C(Nc1cccc2ccccc12)N1CCOCC1 | i | -1.2 | 0.84
CC(=O)Oc1ccccc1-c1nc(/C=C/c2ccccc2)no1 | i | -19.1 | -0.01
CCN1CCCC1CNCc1cccc(OC)c1OCc1ccccc1F (stereo not given) | i | 0.1 | -0.34
Cc1ccccc1C(=O)Nc1ccc(CN2CCOCC2)cc1 | i | -4.5 | -0.36
Cc1cc(NC(=O)CCC(=O)N(CC(=O)NC2CCCC2)c2ccc(F)cc2)no1 | i | -0.7 | 0.63
CC1=C(C(=O)Nc2cc(C)ccn2)C(c2ccc(C)cc2)C2=C(CCCC2=O)N1 (stereo not given) | i | -0.4 | -1.92
COC(=O)NNC(=O)c1ccc(Cl)cc1Cl | i | 0.0 | -1.84
COc1ccc(CC(=O)Nc2cccc(C)n2)cc1OC | i | -0.1 | 0.84
COc1ccccc1-c1c(C(F)(F)F)oc2cc(OCC(=O)Nc3cc(C)ccc3C)ccc2c1=O | i | -0.8 | 1.37
CC(=O)N1CCC(O)(c2cccc(C(F)(F)F)c2)CC1 | i | 0.8 | 1.32
COc1ccc(-c2nn(-c3ccccc3)cc2C(=O)Nc2ccc(C(=O)O)cc2)cc1 | i | -0.3 | -0.6
Cc1csc(NC(CO)c2nc3ccccc3n2CCOCCO)n1 (stereo not given) | i | -0.5 | -0.02
C=CCn1c(-c2cccc3ccccc23)n[nH]c1=S | i | -0.6 | 0.18
COc1ccccc1NC(=O)Cn1c(=O)oc2cc(S(=O)(=O)N3CCCC3)ccc21 | i | -0.6 | 0.11
COc1ccc(C(=O)N2CCN(C(=O)c3ccncc3)CC2)cc1 | i | -1.0 | 1.54
COc1ccc(C2=NS(=O)(=O)N(C)C(C(=O)N3CCOCC3)=C2)cc1 | i | -0.3 | 0.59
O=C(Nc1ccc(SC(F)(F)F)cc1)c1ccccn1 | i | 0.1 | -1.35
CCOC(=O)Cc1csc(NC(=O)CN2C(=O)c3ccccc3C2=O)n1 | i | -1.6 | 1.11

# Next section
smiles | KCNQ2 inh | STK33 kinase inh | Kir21 inh
O=S(=O)(/C=C/c1ccccc1)NCc1ccccc1Cl | i | 3.2 | -2.13
O=C(COC(=O)CNC(=O)c1ccc(Cl)cc1)Nc1ccc2c(c1)OCCO2 | i | -0.3 | -0.24
O=C(NCC(=O)N1CCC2(CC1)NCCc1[nH]cnc12)c1ccccc1F | i | 1.8 | 0.31
COc1ccc(CCNC(=O)Cn2nnc(-c3cccc(OC)c3OC)n2)cc1OC | i | 14.0 | 0.87
Cc1cc(C)cc(OCc2nnc(N)s2)c1 | i | -3.5 | -0.34
CC(NC(=O)CN(C)S(=O)(=O)c1cccc2nsnc12)c1ccccc1 (stereo not given) | i | 0.9 | -0.66
Cc1ccc(C(=O)NCCCn2ccnc2)cn1 | i | -0.5 | 1.51
COc1ccc(S(=O)(=O)N2CCN(CC(=O)Nc3ccc(F)c(F)c3)CC2)cc1 | i | -2.7 | 1.9
CCCCCSc1nc(C)c(CC(=O)O)c(=O)[nH]1 | i | 1.2 | -0.01
Cc1cccc(OCc2nnc(SCC(=O)O)n2Cc2ccccc2)c1 | i | -0.5 | -0.92
